# D2 antag: antagonists of human D2 dopamine receptor | AID 485344 | inhibition, % at 10 µM | actives 2% (n = 340,000) | HEK293 TREx D2 cells, calcium flux, dopamine EC80; in the data active means inhibition above about 30%; further: 0% is about no effect
# Target sequence (P14416 whole entry, looked up): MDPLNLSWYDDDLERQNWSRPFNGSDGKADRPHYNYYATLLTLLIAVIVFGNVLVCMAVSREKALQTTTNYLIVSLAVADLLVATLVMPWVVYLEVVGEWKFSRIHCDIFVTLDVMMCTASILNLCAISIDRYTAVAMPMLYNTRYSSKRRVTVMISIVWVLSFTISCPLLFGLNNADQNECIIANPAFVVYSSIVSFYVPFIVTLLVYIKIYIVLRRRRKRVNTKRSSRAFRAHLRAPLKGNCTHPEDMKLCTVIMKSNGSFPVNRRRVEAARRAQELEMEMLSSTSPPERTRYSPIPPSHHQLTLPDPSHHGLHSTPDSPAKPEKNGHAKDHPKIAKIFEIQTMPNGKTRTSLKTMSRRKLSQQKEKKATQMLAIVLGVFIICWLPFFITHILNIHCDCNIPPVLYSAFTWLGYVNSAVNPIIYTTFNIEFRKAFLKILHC
#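 Inhibition of EC80 dopamine-driven calcium flux, recorded kinetically, defines activity here; cells are a tetracycline-induced HEK293 T-REx line expressing force-coupled D2.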
# D2 ag: agonists of human D2 dopamine receptor; actives 0.53% (n = 340,000); P14416; activation, % at 2 µM; AID 485358; HEK293 T-REx D2 cells, calcium flux agonist mode;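 active means activation over 3 SD above normal in the single-dose calcium agonist read, cut at about 30% in these data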; further: 0% is about no effect
#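 Agonism scored from kinetic calcium signal (1 read/sec, 180 s) following compound pin transfer, after a 10 s baseline. Cells: HEK293 Trex line expressing inducible D2 receptor coupled to calcium, dye-loaded after overnight culture at 30 C.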
# TRHR agonist: activates the human TRH receptor. AID 493084. actives 0.18% (n = 360,000). TRHR cells, calcium flux fluo-8, FDSS agonist mode. P34981. activation, % at 2 µM; further: 0% is about no effect
#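 Agonist-mode FDSS calcium read (Ex 480/Em 530, 1 s cycles) in 1536-well TRHR cells with fluo-8 dye, after 10-cycle baseline and 23 nL compound addition; TRH at EC20 (10 nM final) added afterwards for the enhancer phase.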
# RXFP1 antagonist: RXFP1 (human) relaxin receptor antagonism; activity change, negative = inhibition, % at 57.5 µM; actives 0.59% (n = 350,000); HEK293-RXFP1, relaxin-stimulated cAMP HTRF, 30 min; stronger effect = lower value; AID 1259400; Q9HBX9;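 active means activity change of -60% or lower, but not beyond a set lower limit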; further: on the % scale 0 is the no-effect control and ±100 the full control effect
# TRHR enhancer: TRH receptor (human) allosteric enhancement. P34981. TRHR cells, fluo-8 calcium fluorescence, EC20 TRH enhancement. enhancement, % at 2 µM. actives 0.66% (n = 360,000); in the data active means enhancement above about 30%; further: 0% is about no effect
#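 Enhancer read-out: after compound pinning and an initial kinetic agonist-mode read, an EC20 of TRH (10 nM final) was injected and fluo-8 calcium signal (Ex 480/Em 530) followed at 1 s/cycle for 100 cycles in TRHR-expressing cells.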
# D1 potentiator: human D1 dopamine receptor positive modulation; P21728; HEK293 TREx D1 cells, calcium flux, dopamine EC20 potentiation; potentiation, % at 10 µM; actives 0.036% (n = 360,000); in the data active means potentiation above about 30%; further: 0% is about no effect
# Target sequence (P21728 whole entry, looked up): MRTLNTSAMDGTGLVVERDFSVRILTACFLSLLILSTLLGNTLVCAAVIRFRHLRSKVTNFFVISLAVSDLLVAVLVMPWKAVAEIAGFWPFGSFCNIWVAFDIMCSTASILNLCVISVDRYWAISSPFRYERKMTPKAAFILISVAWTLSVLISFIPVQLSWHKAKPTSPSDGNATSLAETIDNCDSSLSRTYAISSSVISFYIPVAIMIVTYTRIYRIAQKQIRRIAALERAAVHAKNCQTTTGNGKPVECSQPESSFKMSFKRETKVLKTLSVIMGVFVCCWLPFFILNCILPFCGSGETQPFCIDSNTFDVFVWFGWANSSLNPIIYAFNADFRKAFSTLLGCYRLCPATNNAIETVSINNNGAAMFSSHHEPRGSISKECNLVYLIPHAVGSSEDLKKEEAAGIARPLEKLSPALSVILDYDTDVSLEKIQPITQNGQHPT
# D2 PAM: positively modulates the human D2 dopamine receptor allosterically. P14416. HEK293 T-REx D2, calcium flux, EC20 dopamine potentiation. potentiation, % at 10 µM. actives 0.34% (n = 340,000);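 active means potentiation over 3 SD above the plate norm, cut at about 30% in these data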; further: 0% is about no effect
#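 Cells plated with tetracycline inducer and held overnight at 30 C; calcium dye loaded 30–90 min at room temperature; baseline taken, compound added and read 180 s; EC20 dopamine then added and read 180 s.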
# D1 antag: blocks dopamine activation of the human D1 receptor; activity change, negative = inhibition, % at 10 µM; P21728; AID 504652; HEK293 TREx D1 cells, calcium flux, dopamine EC80; stronger effect = lower value; actives 3.2% (n = 360,000); in the data active means activity change below about -30%; further: on the % scale 0 is the no-effect control and ±100 the full control effect
#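 Allosteric or orthosteric antagonism assessed as attenuation of the calcium response to EC80 dopamine, added 180 s after compound, in induced HEK293 Trex D1 cells loaded with no-wash calcium dye.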
# D1 ag: agonists of human D1 dopamine receptor; activation, % at 2 µM; actives 1% (n = 360,000); P21728; HEK293 T-REx D1 cells, calcium flux, agonist mode; further: 0% is about no effect
#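 Inducible HEK293 T-REx D1 cells, force-coupled to calcium signalling, were plated at 4000 cells/well with tetracycline and held overnight at 30 C. After no-wash calcium dye loading, compound-evoked calcium rise over 180 s flagged agonists.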
# Starred values were filed as active, the others as inactive; . = not tested or not shown; & = joins results of further samples. Unless noted, no stated cut-off is given here; in the data, active means activation above about 30%; inactive means the rest.
item	smiles	D2 antag	D2 ag	TRHR agonist	RXFP1 antagonist	TRHR enhancer
1	CCn1c(Cc2ccccc2)nnc1SCC(=O)Nc1ccccc1F	15	0.7	0.4	1	2
2	CCOC(=O)Cn1c(=O)oc2cc(S(=O)(=O)N3CCCc4ccccc43)ccc21	8	0.0	0.5	.	-9
3	Cc1cnc(NC(=O)CSc2nnc(-c3ccccc3)n2Cc2ccccc2)s1	9	-0.3	-0.4	1	-8
4	COc1ccc(/C=N/NC(=O)CSCC(=O)Nc2ccccc2)cc1	3	-0.6	-0.2	6	-5
5	CCN(CC)CCN(C(=O)c1ccc(CN2CCCCC2)o1)C(C(=O)NC1CCCCC1)c1ccc(F)cc1 (stereo not drawn)	1	-0.5	-0.6	12	1
6	O=C1c2ccccc2C(=O)N1CC(O)COc1ccc(Br)cc1 (stereo not drawn)	-5	0.7	0.0	6	-4
7	COc1ccc(-n2c(=S)[nH]c3cc(C(=O)NCc4ccccc4)ccc3c2=O)c(OC)c1	-6	-1.3	0.0	-17	2
8	Cc1ccc(NC(=O)Cn2sc3nc(C)cc(C)c3c2=O)c(Cl)c1	-4	2.3	0.5	6	-1
9	O=C(Nc1ccc(Cl)c(Cl)c1)C1=Cc2ccccc2OC1	.	.	0.2	-26	-1
10	COc1ccccc1C(=O)Nc1cc(C)ccc1NC(=O)c1ccco1	-6	0.6	-0.4	-2	17
11	Cc1cc(/C=C(\C#N)C(=O)Nc2ccc(Cl)cc2)c(C)n1-c1ccc(N2CCOCC2)c([N+](=O)[O-])c1	7	2.3	0.1	-2	5
12	COc1ccc(-n2c(C(C)(C)C)csc2=Nc2c(C)n(C)n(-c3ccccc3)c2=O)cc1	-3	0.5	1.7	3	-12

item	D1 potentiator	D2 PAM	D1 antag	D1 ag
1	5	18	0	0
2	4	-15	-2	2
3	-3	2	-2	2
4	4	4	-3	1
5	-2	27	26	4
6	-3	11	-12	9
7	7	2	9	5
8	-5	13	-8	9
9	4	.	-17	8
10	-2	-7	3	3
11	-6	-4	2	1
12	-5	-13	1	1

# The final 2 entries of the section above lead into the next:
item	smiles	D2 antag	D2 ag	TRHR agonist	RXFP1 antagonist	TRHR enhancer
11	Cc1cc(/C=C(\C#N)C(=O)Nc2ccc(Cl)cc2)c(C)n1-c1ccc(N2CCOCC2)c([N+](=O)[O-])c1	7	2.3	0.1	-2	5
12	COc1ccc(-n2c(C(C)(C)C)csc2=Nc2c(C)n(C)n(-c3ccccc3)c2=O)cc1	-3	0.5	1.7	3	-12
13	Cc1c(C(=O)N2CC[C@@H](N3CCC(O)CC3)[C@H](O)C2)[nH]c2ccc(Cl)cc12	-6	0.1	-0.1	-12	-3
14	O=C(CNC(=O)c1ccco1)OCC(=O)c1ccc(Cl)cc1Cl	15	-0.5	-0.3	-27	-1
15	COc1ccc(OC)c(CN2CCN(C(=O)c3cccc(S(=O)(=O)Nc4ccccc4OC)c3)CC2)c1	.	.	-0.3	-8	-8
16	CCOC(=O)c1c2c3c(c(Cl)ccc3[nH]c1=O)C(=O)c1ccccc1-2	.	.	4.3	-6	13
17	COc1ccc(COC(=O)C2=C(C)NC(=O)NC2c2cc(OC)ccc2OC)cc1 (stereo not drawn)	-4	0.6	-0.2	-1	0
18	Cc1ccccc1Nc1nnc(SCC(=O)c2c(N)n(C3CC3)c(=O)[nH]c2=O)s1	7	-0.5	0.1	-4	10
19	O=C(c1ccc(F)cc1F)N1CCCc2ccccc21	-6	0.3	-0.8	-5	3
20	COc1ccc(C2CC(=O)N3CN(c4ccccc4F)CSC3=C2C#N)cc1OC (stereo not drawn)	0	-0.1	0.1	-6	1
21	O=C(Nc1cccc(S(=O)(=O)N2CCCCCC2)c1)C1CCC1	-13	-1.0	0.1	-8	2
22	CN=C1C([N+](=O)[O-])=CC=C2C1=NC1(CCCCC1)N2O	11	2.0	-1.0	-6	-2
23	COc1ccc(CCNC(=O)CN2CCN(Cc3ccccc3F)C2=O)cc1OC	1	0.5	-0.2	-10	0
24	Cc1ccc(C(=O)NC2CC(C)(C)NC(C)(C)C2)cc1C	-12	0.0	-0.5	11	-3

item	D1 potentiator	D2 PAM	D1 antag	D1 ag
11	-6	-4	2	1
12	-5	-13	1	1
13	-2	-2	-6	0
14	-2	-7	-12	2
15	-5	.	-22	6
16	3	14	3	2
17	-1	8	-3	12
18	-2	-2	1	0
19	-6	-5	-4	3
20	-3	5	5	1
21	-8	15	-3	5
22	-3	10	-17	0
23	-2	5	-3	2
24	-1	9	4	5

# (cont.)
item	smiles	D2 antag	D2 ag	TRHR agonist	RXFP1 antagonist	TRHR enhancer
25	Oc1ccccc1/C=N/NC(=S)NC1CC2C=CC1C2 (stereo not drawn)	5	3.1	-0.5	-40	-2
26	Cc1onc(-c2ccccc2)c1C(=O)Nc1ccc(S(=O)(=O)N2CCCC2)cc1	0	1.2	-0.6	-6	22
27	CC(C)c1onc(C(=O)N2CCOCC2)c1[N+](=O)[O-]	6	0.9	0.5	2	3
28	CC(C)CN(CCOc1cccc(N2C(=O)C3=C(CCCC3)C2=O)c1)CC(C)C	4	-1.1	0.4	0	3
29	O=C(NCC1CCCO1)c1cc(-c2ccncc2)nc2ccccc12 (stereo not drawn)	9	1.4	0.1	-8	-1
30	Cc1cc(N2CCOCC2)nc(N)n1	26	41*	12	15	-12
31	Cc1nn(C)c2c1c(C(F)(F)F)cc(=O)n2C(C)C(=O)NCc1ccccc1 (stereo not drawn)	.	1.8	-0.4	2	-6
32	Cn1c(=O)n(C)c2cc(NC(=O)CSc3ccccc3)ccc21	12	0.9	-0.1	9	-10
33	Cc1cc(S(=O)(=O)N2CCCOC2CNC(=O)C(=O)NCCc2ccco2)ccc1F (stereo not drawn)	-5	0.3	-0.7	-10	-1
34	O=C(CN1CCc2ccccc2C1)Nc1cc(S(=O)(=O)N2CCOCC2)ccc1N1CCCC1	83*	76*	-0.8	.	-1
35	Cc1ccc(Cl)cc1NC(=O)N[C@@H](CC(C)C)C(=O)O	1	1.0	-0.1	-3	1
36	O=S(=O)(NCCc1ccc(Cl)cc1)c1cccc2cccnc12	0	0.5	-0.2	16	-1

item	D1 potentiator	D2 PAM	D1 antag	D1 ag
25	-10	6	-28	13
26	21	-1	6	0
27	1	12	3	3
28	4	7	11	3
29	1	8	-4	3
30	3	-9	-3	6
31	2	10	13	3
32	-1	2	4	0
33	-1	-1	11	1
34	-2	-41	1	1
35	5	16	4	2
36	-2	14	-11	2

# The results go on.
item	smiles	D2 antag	D2 ag	TRHR agonist	RXFP1 antagonist	TRHR enhancer
37	CCOc1ccc(CCNS(=O)(=O)c2ccc3c(c2)N(C(C)=O)CCO3)cc1OCC	-5	-0.5	-0.6	9	-2
38	CC(=O)n1cc([C@H]2C=C(C(=O)NCc3ccccc3)O[C@@H](OCCCCO)C2)c2ccccc21	-7	-0.6	0.4	.	3
39	O=C(N/N=C/c1ccc(OC(=O)c2ccccc2Br)cc1)c1ccccn1	-1	0.0	10	-34	-10
40	CCc1ccc(C2c3c(oc4ccc(C)cc4c3=O)C(=O)N2c2nc(C)c(C)s2)cc1 (stereo not drawn)	.	-0.2	0.5	-8	-1
41	CC(C)OC(=O)c1ccc(Cn2nnc3ccccc3c2=O)cc1	9	0.2	-0.2	0	-1
42	CCC(=O)Nc1cccc(-c2cn3ccccc3n2)c1	4	0.3	-0.5	-7	-6
43	CCOc1ccccc1NC(=O)c1nnn(CC(=O)Nc2ccc(OC)c(OC)c2)c1N	.	-0.4	-0.5	8	-14
44	COc1ccc(C2c3c(-c4ccccc4O)n[nH]c3C(=O)N2Cc2ccco2)cc1 (stereo not drawn)	-4	-0.6&-0.9	0.0&-0.7	-28&-23	4&4
45	NC(=O)CSc1nc2ccc(NC(=O)COc3ccccc3Cl)cc2s1	.	0.5	0.7	.	-3
46	c1ccc(CCNc2ncnc3sccc23)nc1	0	0.5	0.8	-22	7
47	CCOC(=O)C1CCCN(S(=O)(=O)c2ccc(NC(C)=O)cc2)C1 (stereo not drawn)	4	0.5	0.6	6	-1
48	CCCc1cc(C(=O)OC)c2ccccc2n1	-15	-0.2	-0.3	-5	7

item	D1 potentiator	D2 PAM	D1 antag	D1 ag
37	-3	-4	-2	0
38	-4	-7	-4	5
39	-2	-11	4	0
40	0	2	13	2
41	3	-1	-7	8
42	-4	-3	-10	-1
43	2	2	1	-1
44	5&2	23&-1	19&22	0&-1
45	-2	-5	-14	4
46	1	4	-11	9
47	-1	-1	7	3
48	-2	-5	-13	-1

# The listing continues:
item	smiles	D2 antag	D2 ag	TRHR agonist	RXFP1 antagonist	TRHR enhancer
49	CC(C(=O)NC1CCCC1)N(C(=O)CS(=O)CC(=O)Nc1ccc(F)cc1)c1ccc2c(c1)OCCO2 (stereo not drawn)	-12	-1.5	-0.4	23	-1
50	COc1ccc(Cl)cc1NC(=O)NCc1ccc2c(c1)OCO2	.	.	0.1	1	-3
51	COc1cc(S(=O)(=O)N2CCCCC2)ccc1NC(C)=O	2	0.0	0.0	-2	9
52	O=C(NCc1ccco1)C1CC(=O)N(CCc2ccccc2)C1 (stereo not drawn)	5	-1.3	-0.2	12	-1
53	Cc1cc(F)ccc1NC(=O)C(c1ccccc1)N1Cc2ccccc2C1=O (stereo not drawn)	.	2.0	1.8	6	7
54	OCCCc1nc2n(n1)C(c1cccc(Cl)c1)C=C(c1ccccc1)N2 (stereo not drawn)	.	.	-0.2	-5	-10
55	CCOC(=O)c1sc(NC(=O)c2nc3nc(C)cc(C(F)F)n3n2)c(C(=O)OC(C)C)c1C	.	-0.6	-0.2	.	-4
56	CCOC(=O)C1=C(C)NC(SCC(N)=O)=C(C#N)C1c1cccs1 (stereo not drawn)	-18	-0.2	-0.9	-17	9
57	COc1ccc(-c2nc(CN(C)C(C)c3ccon3)c(C)o2)c(C)c1C (stereo not drawn)	-5	-0.2	1.0	2	4
58	O=C(c1cc2ccccc2o1)c1cccs1	16	-0.8	-0.4	-2	-6
59	COc1ccc(NC(=O)c2cn(-c3ccccc3)nc2-c2ccncc2)cc1	68*	-1.0	0.0	-8	5
60	COc1ccc(C(=O)NCC(=O)N2CC=C(c3ccccc3)CC2)cc1OC	-7	0.4	-0.5	6	-1
61	C/C(=N\OCC(=O)Nn1c(C)nc2ccccc2c1=O)c1cccs1	4	0.3	-0.2	3	-5
62	CCCCc1ccc(NC(=O)CN2C(=O)NC(Cc3ccccc3)C2=O)cc1 (stereo not drawn)	17	0.6	0.0	-19	7

item	D1 potentiator	D2 PAM	D1 antag	D1 ag
49	0	12	-52*	-1
50	-11	.	-33*	10
51	-2	8	2	0
52	1	3	-2	6
53	-3	4	-10	-2
54	0	0	3	-1
55	-1	12	-11	1
56	-5	7	35	2
57	-3	4	-6	0
58	-1	5	0	2
59	-6	-21	.	-2
60	-11	-9	15	0
61	-2	25	-1	2
62	-3	-20	-18	2

# No enrichment for hits; about 7.1% have a hit in one of these screens.
